High-throughput results as filed in PubChem BioAssay.
RPL19A-GFP yeast: RPL19A-GFP expression modulators in yeast, primary screen, cell-based, S. cerevisiae, multiplex flow cytometry, MLPCN | 330,000 compounds, 0.3% hits | percent response vs DMSO, % at 10 µM | S. cerevisiae RPL19A-GFP strain, 3 h; active compounds read low | AID 2025, 2009;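 active = percent response vs DMSO below 50%; inconclusive = fewer than 70 events counted for the yeast strain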;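 note: median channel GFP fluorescence of the barcoded RPL19A-GFP strain; ratio of sample median GFP to plate DMSO average so 100% = DMSO; lower means less RPL19A-GFP as with rapamycin TOR inhibition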
AGP1 TOR yeast: modulators of AGP1-GFP expression in yeast TOR pathway, primary screen, cell-based, multiplex flow cytometry, S. cerevisiae, MLPCN library; AID 2066, 2009; GFP response vs DMSO, % at 10 µM; 320,000 compounds, 0.02% hits; 3 h; GFP as percent of DMSO wells;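 active = GFP response relative to DMSO above a set limit, near screen average plus 3 SD, cut at about 150% in these data; inconclusive = fewer than 70 cells counted for the yeast strain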;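 note: median GFP channel fluorescence of the gated AGP1 strain per well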
MEP2 TOR yeast: modulators of MEP2-GFP levels in yeast, primary screen, S. cerevisiae, multiplex flow cytometry, MLPCN library | GFP response vs DMSO, % at 10 µM | S. cerevisiae MEP2-GFP strain, 3 h; 100% = DMSO control level | 330,000 compounds, 0.51% hits;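 active = GFP response versus DMSO above a set limit, roughly screen mean plus 3 SD, cut at about 180% in these data; inconclusive = fewer than 70 cells counted for a yeast strain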;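 note: median GFP fluorescence of the barcode-gated MEP2-GFP cells per well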
GRK2 aptamer HTS: compounds blocking aptamer binding on GRK2 – biochemical, human GRK2, bead flow cytometry, HTS, primary screen; AID 488847, 2010; 330,000 compounds, 0.59% hits; FAM-aptamer displacement from GRK2; inhibition of aptamer binding, % at 10 µM;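 active = inhibition of aptamer binding above 40%, roughly 3 SD of noise, on plates passing a quality check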;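 note: median bead fluorescence of bound FAM aptamer so fluorescent compounds give negative values; no value below 0 was filed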
LAP4 TOR yeast: modulators of LAP4-GFP expression in yeast, primary screen, S. cerevisiae, multiplex flow cytometry, MLPCN library. 3 h; median GFP as percent of DMSO wells. GFP response vs DMSO, % at 10 µM. 320,000 compounds, 0.34% hits;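 active = GFP response vs DMSO above a set limit, about the screen mean plus 3 SD, cut at about 150% in these data; inconclusive = under 70 cell events counted for the yeast strain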
CIT2-GFP yeast: modulators of CIT2-GFP expression in yeast, primary screen, S. cerevisiae, GFP fusion, multiplex flow cytometry, MLPCN library; 320,000 compounds, 0.065% hits; GFP response vs DMSO, % at 10 µM; S. cerevisiae CIT2-GFP strain, 3 h; 100 means same as DMSO wells; AID 2029, 2009;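 active = GFP response relative to DMSO above a set limit, near the screen mean plus 3 SD, cut at about 150% in these data; inconclusive = Fewer than 70 cells measured for a yeast strain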;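 note: ratio of well median GFP fluorescence to mean of DMSO wells on the plate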
VLA-4 inh: inhibition in human VLA-4 binding assay, primary screen, VLA-4 allosteric modulator project, MLPCN library, flow cytometry, VLA-4 expressing cells. Integrin alpha-4 (Homo sapiens), P13612. ligand binding flow cytometry. inhibition, % (about 7 µM as worked out from the volumes in the protocol). 330,000 compounds, 0.2% hits. AID 2557, 2010; in the data active = inhibition above about 50%
Target sequence (P13612 whole entry, looked up): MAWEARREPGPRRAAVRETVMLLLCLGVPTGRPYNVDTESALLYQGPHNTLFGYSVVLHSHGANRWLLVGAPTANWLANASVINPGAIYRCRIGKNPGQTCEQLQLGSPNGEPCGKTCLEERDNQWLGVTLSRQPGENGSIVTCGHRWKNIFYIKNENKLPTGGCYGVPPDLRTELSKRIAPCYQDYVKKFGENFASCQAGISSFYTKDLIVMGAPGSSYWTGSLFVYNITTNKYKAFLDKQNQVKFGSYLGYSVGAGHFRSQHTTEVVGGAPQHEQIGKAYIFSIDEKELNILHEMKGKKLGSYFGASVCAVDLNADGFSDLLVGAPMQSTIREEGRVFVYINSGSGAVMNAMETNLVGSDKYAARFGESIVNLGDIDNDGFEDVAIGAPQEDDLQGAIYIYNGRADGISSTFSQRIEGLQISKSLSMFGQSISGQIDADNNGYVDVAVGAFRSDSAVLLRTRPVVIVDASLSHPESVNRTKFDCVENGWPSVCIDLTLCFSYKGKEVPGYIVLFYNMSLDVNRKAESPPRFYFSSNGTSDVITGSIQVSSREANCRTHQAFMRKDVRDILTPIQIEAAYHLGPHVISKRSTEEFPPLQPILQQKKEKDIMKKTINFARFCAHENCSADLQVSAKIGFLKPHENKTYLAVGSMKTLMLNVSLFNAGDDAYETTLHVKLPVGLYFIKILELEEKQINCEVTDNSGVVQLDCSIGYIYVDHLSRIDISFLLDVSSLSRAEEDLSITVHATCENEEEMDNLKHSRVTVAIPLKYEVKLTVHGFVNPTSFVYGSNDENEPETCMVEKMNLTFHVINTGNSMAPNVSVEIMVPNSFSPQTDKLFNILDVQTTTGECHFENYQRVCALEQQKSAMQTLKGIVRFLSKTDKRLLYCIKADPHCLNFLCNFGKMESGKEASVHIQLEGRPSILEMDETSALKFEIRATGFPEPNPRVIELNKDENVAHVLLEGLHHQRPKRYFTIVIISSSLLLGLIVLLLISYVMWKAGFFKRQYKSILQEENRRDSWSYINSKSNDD
GASC-1 inh: inhibitors of GASC-1 histone demethylase, primary screen, biochemical, fluorescence, DELFIA europium. Lysine-specific demethylase 4C (Homo sapiens), Q9H3R0. GST-JMJD2C(1-420) H3K9me3 demethylation. inhibition, % at 2.35 µM. 330,000 compounds, 0.069% hits. AID 2099, 2009;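 active = more than half of a compound's replicate wells show inhibition beyond 50%, single wells judged on their own value; inconclusive = some, but no more than half, of replicates pass 50% inhibition; inactive = no replicate passes 50% inhibition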;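 note: signal counts dimethyl H3K9 product captured on neutravidin plate; 0% = median of DMSO wells and 100% = 0.3 times that DMSO median; strong numbers were not always called active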
Starred values were filed as active, the others as inactive; ? = inconclusive; . = not tested or not shown; & = joins results of further samples; [ ] = another dose, or the depositor's remark.

SMILES	RPL19A-GFP yeast	AGP1 TOR yeast	MEP2 TOR yeast	GRK2 aptamer HTS	LAP4 TOR yeast	CIT2-GFP yeast	VLA-4 inh	GASC-1 inh
CCn1c(C(C)NC(C)=O)nc2ccccc21 (centres undefined)	107	109	97	2	108	104	31	-1
CC1CC(C)CN(C(=O)COC(=O)c2nn(C)c(=O)c3ccccc23)C1 (centres undefined)	111	116	115	0	109	113	1	-5
Cc1c(NC(=O)CSc2ccc3ccccc3n2)c(=O)n(-c2ccccc2)n1C	94	95	97	0	99	101	3	1
CCN(CC)CCN(Cc1cc2cc3c(cc2[nH]c1=O)OCCO3)C(=S)NCCCN(C)C	103	105	113	0	101	108	-8	-2
COc1ccc2nc(NC(=O)c3cccc(N4C(=O)CCC4=O)c3)sc2c1	95	101	98	0	96	99	1	-2
CCOC(=O)CSC1=C(C#N)C(c2ccccc2)C(C(C)=O)=C(C)N1 (centres undefined)	100	97	98	3	96	91	-14	-20
CC12CC(c3ccccc3O1)C(C(=O)NCc1ccccc1)C(=O)N2 (centres undefined)	97	98	100	3	100	102	21	7
CC(C)NC(=O)NC(=O)COC(=O)c1ccc(S(=O)(=O)Nc2ccccc2)cc1	98	100	99	2	94	103	-9	-7
Cc1cc(C)cc(N=C(NO)c2cccc([N+](=O)[O-])c2)c1	93	94	102	0	98	88	4	3
CCOC(=O)C1=C(C)NC(=O)NC1c1cc2c(cc1Br)OCO2 (centres undefined)	99	102	103	10	99	107	5	-4
CC(C)C1Cc2c(C#N)c(N)sc(=S)c2CO1 (centres undefined)	98	94	103	11	111	110	-9	-16
COCCNC(=O)CNC(=S)N(Cc1ccccc1)Cc1cccnc1	108	107	103	0	106	106	-13	-11
CCn1cc(/C=C(\NC(=O)c2ccccc2F)C(=O)N2CCOCC2)c2ccccc21	96	98	97	1	88	96	14	1
Cc1cc(=O)oc2cc(NC(=O)c3cc4ccccc4o3)ccc12	99	96	97	0	96	103	12	2
O=C(c1ccccc1)N1CCN(C(=O)c2ccccc2)CC1	100	103	98	3	101	102	9	3
N/C(=N\OC(=O)Nc1ccccc1)c1ccno1	98	104	98	0	107	99	11	3
CCN(CC)C(=O)C1CCC(CNS(=O)(=O)c2cccc3nsnc23)CC1 (centres undefined)	?	?	?	0	?	91[may fluoresce red]	-16	-5
COc1ccc(/C=C(/NC(=O)c2ccccc2)C(=O)N/N=C/c2ccncc2)cc1	103	107	102	2	98	104	-5	1
COC(=O)c1c(-c2ccc(OC)cc2)sc2ccc(-c3ccc4c(c3)OCO4)cc12	91	93	99	11	103	91	12	-8
CCc1[nH]c(=S)c(C#N)c(-c2ccccc2)c1C(=O)OC	99	91	101	0	87	98	7	7
CCOC(=O)c1c(NC(=O)CNCCO)sc(C)c1C	100	100	99	1	105	95	21	20
CC(=O)CC(C)(C)Nc1nc2cc([N+](=O)[O-])ccc2o1	100	107	102	0	114	93	-1	-1
CCN(C(=O)COC(=O)c1nc2nc(C)cc(C)n2n1)C1CCCCC1	102	110	105	1	108	101	8	-1
CC(=O)Nc1ccc(CN2CCc3c([nH]c4ccccc34)C2c2ccccn2)cc1 (centres undefined)	98	96	95	2	90	96	0	-2
O=C(c1cnc2ccccn2c1=O)N1CCc2ccccc21	97	98	101	0	96	99	4	4
COc1ccc(-c2c(C)[nH]n3c(=O)c(Cc4ccccc4)c(C)nc23)cc1	99	99	98	2	90	96	9	21
COc1ccccc1C(=O)C1CCCN(C(=O)c2cccc(Cn3cccn3)c2)C1 (centres undefined)	98	100	104	0	99	97	7	1
COc1ccc(CCNC(=O)CS(=O)Cc2nc(-c3ccccc3F)oc2C)cc1OC (centres undefined)	95	99	99	0	91	100	6	0
Cc1cc(C)c(NC(=O)COC(=O)/C=C/c2cccc(C(F)(F)F)c2)c(C)c1	?	?	?	0	?	?	6	7
CC(C)=C1C2CCC1C(C(=O)Nc1sc(C)c(-c3ccc(C(C)C)cc3)c1C(N)=O)C2C(=O)O (centres undefined)	96	90	96	0	94	104	2	-6

Entries listed so far that have an NH in an aromatic ring (4):
SMILES	RPL19A-GFP yeast	AGP1 TOR yeast	MEP2 TOR yeast	GRK2 aptamer HTS	LAP4 TOR yeast	CIT2-GFP yeast	VLA-4 inh	GASC-1 inh
CCN(CC)CCN(Cc1cc2cc3c(cc2[nH]c1=O)OCCO3)C(=S)NCCCN(C)C	103	105	113	0	101	108	-8	-2
CCc1[nH]c(=S)c(C#N)c(-c2ccccc2)c1C(=O)OC	99	91	101	0	87	98	7	7
CC(=O)Nc1ccc(CN2CCc3c([nH]c4ccccc34)C2c2ccccn2)cc1 (centres undefined)	98	96	95	2	90	96	0	-2
COc1ccc(-c2c(C)[nH]n3c(=O)c(Cc4ccccc4)c(C)nc23)cc1	99	99	98	2	90	96	9	21

New compounds follow
SMILES	RPL19A-GFP yeast	AGP1 TOR yeast	MEP2 TOR yeast	GRK2 aptamer HTS	LAP4 TOR yeast	CIT2-GFP yeast	VLA-4 inh	GASC-1 inh
O=S(=O)(Nc1ccc2cn[nH]c2c1)c1ccc(C(F)(F)F)cc1	95	99	96	4	98	98	11	9
O=C(CC(c1ccc(F)cc1)c1ccco1)N1CCOCC1 (centres undefined)	.	100	98	1	95	103	0	-8
COc1ccc(CNC(=O)c2ccc(Br)s2)cc1OC	101	92	95	15	78	94	3	-19
Cc1cc(C)cc(Nc2nc3ccccc3c(=O)[nH]2)c1	107	108	98	0	103	90	-2	2
CN1CCN(C(=O)C2CCC(=O)N(Cc3cccc(C(F)(F)F)c3)C2)CC1 (centres undefined)	102	108	104	1	101	101	-7	-6
COc1ccc(C2C=C(C)Nc3nc(SC)nn32)cc1 (centres undefined)	100	99	110	0	107	104	-1	-7
Cc1ccc(-n2ncc3c(NCCCn4ccnc4)ncnc32)c(C)c1	107	108	96	0	97	108	15	0
CCn1c(SCC(=O)N2CCCc3ccccc32)nnc1-c1c[nH]c2ccccc12	106	110	105	2	109	102	7	-14
O=C(CN1C(=O)S/C(=C/c2cc(Br)cs2)C1=O)N1CCOCC1	102	102	106	0	100	96	9	4
O=C(O)CCSc1nnnn1-c1ccccc1	88	94	90	0	95	94	18	0
C/C(=N/NC(=O)c1ccc(Br)o1)c1ccc(C)o1	101	99	98	4	103	97	-9	2
COc1ccc(C(C)=O)cc1CSc1nnc(SCc2cc(C(C)=O)ccc2OC)s1	97	104	94	5	105	103	0	10
COc1cccc(CNCCc2c[nH]c3ccccc23)c1OCc1ccccc1F	95	97	92	0	92	92	32	8
O=C(CSc1ccc(-c2ccccc2)nn1)Nc1ccc2c(c1)OCCO2	103	100	101	0	97	100	18	-7
CCN(CC)S(=O)(=O)c1cc(C(=O)Nc2cccnc2Cl)ccc1Cl	95	95	93	0	96	87	20	4
COc1ccc(N(C(=O)COc2ccc(F)cc2)S(=O)(=O)c2ccc(C)cc2)cc1	110	94	92	0	90	88	13	-4
c1cncc(-c2nc(-c3ccco3)cs2)c1	95	91	98	0	106	97	-1	-4
COc1ccc(C(=O)/C=C/c2ccccc2OC)c(OC(=O)c2ccc([N+](=O)[O-])cc2)c1	100	104	97	0	106	90	0	-9
CS(=O)(=O)c1ccc(Cl)c(NC(=O)c2cccc(N3C(=O)CCC3=O)c2)c1	100	106	96	5	106	105	9	0
CC(C)c1ccc(S(=O)(=O)c2cn(Cc3ccc(F)cc3)c3cc4c(cc3c2=O)OCO4)cc1	107	106	107	5	98	111	0	15
COc1ccc(NC(=O)NCc2ccccn2)c(OC)c1	110	106	97	3	97	106	14	-7
Cc1cc(S(=O)(=O)N2CCN(c3ccccc3F)CC2)ccc1-n1cnnn1	105	107	102	0	103	112	7	3
Cc1ccc2cc(C(c3nnnn3Cc3ccccc3)N3CCc4ccccc43)c(=O)[nH]c2c1C (centres undefined)	95	96	109	1	100	98	-1	-2
O=C(NC(Nc1ncccn1)C(=O)c1ccccc1)c1ccccc1 (centres undefined)	100	108	96	3	109	104	-4	-15
CCCNC(=O)CCn1c(-c2ccc(C)cc2)cc(C(=O)OCC)c1C	103	105	106	0	112	107	5	8
Cc1cc(=O)oc(C)c1C(=O)Nc1ccc(F)cc1	102	102	101	0	100	102	21	0
CN1CCN(C(=O)/C(=C/c2cccc([N+](=O)[O-])c2)NC(=O)c2ccccc2)CC1	92	90	90	0	91	93	-12	4
COc1ccc(CC(=O)Nc2nc3ccccc3[nH]2)cc1	102	117	104	0	113	101	-4	2
Cc1csc(NC(=O)CSc2nnc(-c3ccoc3C)o2)n1	100	102	100	0	103	103	35	5
CSC(=S)N/N=C(\C)c1ccc(Br)cc1	95	94	100	0	131	98	0	8
CC(C)(C)C(=O)NC1CCN(S(=O)(=O)c2ccc(C(F)(F)F)cc2)CC1	98	101	96	13	92	98	18	9
CCOC(=O)c1c(-c2ccc(C)o2)csc1NC(=O)CN1CCC(C(N)=O)CC1	108	95	108	0	95	100	-2	-3
CC(C)(C)OC(=O)N1CCC[C@H]1c1nnc(SCc2c(F)cccc2Cl)o1	97	101	94	2	93	94	7	7
Cc1ccc(C)c(NC(=O)COc2coc(CN3CCc4ccccc4C3)cc2=O)c1	98	112	101	2	102	109	-3	2
C=CCN1C(=O)/C(=C2/Sc3ccccc3N2C)SC1=Nc1ccccc1C	102	104	97	4	109	91	-7	2
CCOc1ccccc1NC(=O)CCc1nnc2ccc(NCc3ccco3)nn12	92	109	98	1	108	99	9	6
CCOC(=O)N1CCC(NC(=O)CSCc2nc(-c3cccc(OC)c3)oc2C)CC1	101	105	101	0	100	103	-4	4
COc1ccccc1NC(=O)COc1ccc(/C=N/NS(=O)(=O)c2ccc(C)cc2)cc1	88	98	99	1	110	100	6	2
COCCN(Cc1ccccc1)C(=O)c1cccc(S(=O)(=O)N2CCCc3ccccc32)c1	104	106	120	0	120	99	3	-7
CCOC(=O)C(NC(=O)c1ccc(F)cc1)(Nc1nnc(C)s1)C(F)(F)F (centres undefined)	100	104	103	2	94	110	1	-18
Cc1ccc(Cl)cc1NC(=O)CCN1C(=O)C2C3CCC(C3)C2C1=O (centres undefined)	104	97	106	2	95	96	24	-2
COC(=O)c1sc(=S)n(-c2ccccc2)c1N	93	101	117	1	114	96	0	9
COc1ccc(/C(C)=N\Nc2nc(-c3ccccc3)cc(=O)[nH]2)cc1	106	100	106	0	96	101	5	5
CSCC[C@H](NC(=O)Cc1ccc(Cl)cc1)C(=O)N1CCC2(CC1)NCCc1[nH]cnc12	96	95	97	0	92	97	-6	1
O=C(c1ccco1)N1CCN(c2cc(C(F)(F)F)nc3ncnn23)CC1	106	108	89	2	98	108	-2	-4
O=C(NCc1ccc(Cl)cc1)C(=O)c1cn(CC(=O)N2CCOCC2)c2ccccc12	101	103	105	45*	97	106	5	-2
COCCCNC1CS(=O)(=O)CC1O (centres undefined)	94	99	93	1	100	99	6	-11
CC1(C)S[C@@H]2[C@H](NC(=O)[C@H](N)c3ccccc3)C(=O)N2[C@H]1C(=O)O	106&98	84&98	100&97	5&2	102&100	80&98	-1&18	?
Cc1cc(NC(=O)CCSc2ccccc2)no1	95	101	93	0	104	98	5	.
CC(NC(=O)COC(=O)Cc1ccc(Cl)cc1)c1ccccc1 (centres undefined)	101	98	95	5	86	102	2	6
